Screening data as filed in PubChem BioAssay.
BioA inh – M. tuberculosis BioA enzyme inhibitors, primary screen, biochemical, plate reader, single point, HTS. AID 602481, 2012. inhibition, % at 9.99 µM. purified M. tuberculosis BioA enzyme. 7,8-diaminopelargonic acid synthase BioA (Mycobacterium tuberculosis). actives 0.096% (n = 360,000); in the data active = inhibition above about 40%
The depositor's hits bear a star.

> C[C@@H]1CCCCO[C@@H](CN(C)C(=O)c2ccccc2)[C@@H](C)CN([C@@H](C)CO)C(=O)c2cc(NC(=O)Cc3ccccc3)ccc2O1
  BioA inh: 0.2

> CC(=O)Nc1ccc2c(c1)C(=O)N(C)[C@H]1CC[C@@H](CC(=O)NCc3ccccc3Cl)O[C@H]1CO2
  BioA inh: 9.2

> C[C@@H]1CCCCO[C@@H](CN(C)S(=O)(=O)c2cn(C)cn2)[C@@H](C)CN([C@H](C)CO)C(=O)c2cc(NC(=O)CCCN(C)C)ccc2O1
  BioA inh: -0.4

> COc1ccc(NC(=O)N(C)C[C@H]2OCCCC[C@H](C)Oc3ccc(NC(=O)Nc4c(C)noc4C)cc3C(=O)N([C@@H](C)CO)C[C@@H]2C)cc1
  BioA inh: 1.4

> OC[C@H]1[C@@H](c2ccc(-c3cccnc3)cc2)[C@H]2CN(CC3CC3)CCCCN21
  BioA inh: -1.3

> CN1c2ccc(-c3ccccc3)cc2[C@@H]2[C@@H](CCN2C(=O)c2ccccn2)[C@H]1CO
  BioA inh: 7.4

> O=C(C[C@H]1CC[C@@H]2[C@H](COC[C@H](O)CN2S(=O)(=O)c2ccc(Cl)cc2)O1)NCCN1CCCC1
  BioA inh: -2.0

> COc1cccc(S(=O)(=O)Nc2ccc3c(c2)C(=O)N(C)C[C@H](OC)[C@@H](C)CN[C@H](C)CO3)c1
  BioA inh: -3.1

> C[C@@H]1CN([C@H](C)CO)C(=O)c2cc(-c3ccccc3)cnc2O[C@H]1CN(C)C(=O)Nc1ccc2c(c1)OCO2
  BioA inh: 2.1

> CCCNC(=O)Nc1ccc2c(c1)C(=O)N(C)C[C@@H](OC)[C@@H](C)CN(C(=O)C1CCOCC1)[C@@H](C)CO2
  BioA inh: 3.5

> C[C@H]1CN([C@@H](C)CO)C(=O)Cc2cc(NC(=O)CCC(F)(F)F)ccc2O[C@@H]1CN(C)C
  BioA inh: -2.1

> COCCN(C[C@H]1[C@H](c2ccccc2)[C@H](CO)N1C(C)=O)C(=O)c1ccncc1
  BioA inh: -5.8

> O=C(c1cccc(F)c1)N1CCCCN2[C@H](CO)[C@@H](c3ccc(/C=C/c4ccccc4)cc3)[C@@H]2C1
  BioA inh: -2.0

> CN1C(=O)c2cc(NC(=O)c3ccc(F)c(F)c3)ccc2OC[C@H]2O[C@H](CC(=O)N[C@H]3CCN(Cc4ccccc4)C3)CC[C@H]21
  BioA inh: 1.9

> CC(C)C#Cc1ccc2c(c1)O[C@H](CN(C)C(=O)c1cnccn1)[C@H](C)CN([C@H](C)CO)S2(=O)=O
  BioA inh: 0.0

> C[C@H](CO)N1C[C@H](C)[C@@H](CN(C)CC2CC2)OCCCC[C@H](C)Oc2ccc(NC(=O)Nc3cccc4ccccc34)cc2C1=O
  BioA inh: -0.3

> O=C(C[C@@H]1CC[C@@H](NC(=O)C2CCC2)[C@H](CO)O1)NCc1ccncc1
  BioA inh: 1.6

> O=C(NCC[C@H]1CC[C@H](NC(=O)c2ccncc2)[C@@H](CO)O1)Nc1ccc(Cl)cc1
  BioA inh: 1.5

> O=S(=O)(c1ccc(F)cc1)N1CCCCN2[C@@H](CO)[C@H](c3ccc(C#CC4CCCC4)cc3)[C@@H]2C1
  BioA inh: -0.6

> CC(C)NC(=O)Nc1ccc2c(c1)C(=O)N([C@H](C)CO)C[C@H](C)[C@H](CN(C)C(=O)CCC(F)(F)F)OCCCC[C@H](C)O2
  BioA inh: -0.9

> O=C(C[C@H]1CC[C@H]2[C@@H](COC[C@H](O)CN2C(=O)Nc2cc(Cl)cc(Cl)c2)O1)NCC1CCCCC1
  BioA inh: -1.6

> Cc1noc(C)c1NC(=O)Nc1ccc2c(c1)CC(=O)N([C@@H](C)CO)C[C@H](C)[C@@H](CN(C)Cc1ccc(C(=O)O)cc1)O2
  BioA inh: 2.8

> Cc1noc(C)c1S(=O)(=O)N(C)C[C@H]1OCc2ccccc2-c2ccccc2C(=O)N([C@@H](C)CO)C[C@H]1C
  BioA inh: 1.4

> C[C@@H]1CN([C@@H](C)CO)C(=O)c2cccc(NC(=O)C3CC3)c2O[C@H]1CN(C)S(C)(=O)=O
  BioA inh: -1.4

> O=C(c1cccnc1)N1C[C@H]2[C@@H](c3ccccc31)[C@H](CO)N2C(=O)C1CCCCC1
  BioA inh: -1.6

Part of the list above, in markdown:
| mol | BioA inh |
| --- | --- |
| CC(C)NC(=O)Nc1ccc2c(c1)C(=O)N([C@H](C)CO)C[C@H](C)[C@H](CN(C)C(=O)CCC(F)(F)F)OCCCC[C@H](C)O2 | -0.9 |
| O=C(C[C@@H]1CC[C@@H](NC(=O)C2CCC2)[C@H](CO)O1)NCc1ccncc1 | 1.6 |

New compounds follow:
> CCS(=O)(=O)Nc1ccc2c(c1)C(=O)N(C)[C@@H]1CC[C@H](CC(=O)NC)O[C@@H]1CO2
  BioA inh: -4.5

> CN(C)C(=O)C[C@@H]1C[C@H]2c3cc(NC(=O)Nc4ccc(C(F)(F)F)cc4)ccc3O[C@H]2[C@H](CO)O1
  BioA inh: 3.2

> CC=Cc1ccc2n(c1=O)C[C@@H]1[C@@H](CO)[C@H](C(=O)OC)[C@H]2N1S(=O)(=O)c1cccc(C)c1 (mixture of isomers)
  BioA inh: 0.4

> CO[C@@H]1CN(C)C(=O)c2ccc(NS(C)(=O)=O)cc2OC[C@@H](C)N(CC2CCOCC2)C[C@@H]1C
  BioA inh: -2.3

> CC(C)C#Cc1ccc([C@@H]2[C@H]3CN(C(=O)c4ccc(F)cc4)CCCCN3[C@H]2CO)cc1
  BioA inh: 2.5

> C[C@@H]1CN([C@H](C)CO)C(=O)c2cc(NC(=O)Cc3ccccc3)ccc2O[C@H]1CN(C)Cc1ccc(C(=O)Nc2ccccc2N)cc1
  BioA inh: -3.3

> Cc1noc(C)c1NC(=O)Nc1ccc2c(c1)C(=O)N([C@H](C)CO)C[C@@H](C)[C@@H](CN(C)Cc1ccc3c(c1)OCO3)OCCCC[C@@H](C)O2
  BioA inh: -0.8

> COc1ccc(S(=O)(=O)N(C)C[C@@H]2OCc3ccccc3-c3c(n(C)c4ccccc34)C(=O)N([C@H](C)CO)C[C@H]2C)cc1
  BioA inh: -0.8

> COc1ccccc1NC(=O)N(C)C[C@H]1OCc2cnnn2CCCC(=O)N([C@@H](C)CO)C[C@@H]1C
  BioA inh: -1.6

> C[C@@H]1CN([C@H](C)CO)S(=O)(=O)c2ccc(C#CCN(C)C)cc2O[C@H]1CN(C)C(=O)C1CC1
  BioA inh: -1.7

> O=C(C[C@H]1CC[C@@H]2[C@H](COC[C@H](O)CN2CC2CCCCC2)O1)NCc1ccc(Cl)cc1
  BioA inh: 3.5

> C[C@H]1CCCCO[C@@H](CN(C)C(=O)Nc2ccc(F)cc2)[C@@H](C)CN([C@@H](C)CO)C(=O)c2cc(NC(=O)C3CCCCC3)ccc2O1
  BioA inh: -0.6

> C[C@@H]1CCCCO[C@H](CN(C)C(=O)Nc2ccccc2)[C@H](C)CN([C@@H](C)CO)C(=O)c2cc(NC(=O)Nc3ccc4c(c3)OCO4)ccc2O1
  BioA inh: -1.8

> CO[C@@H]1CN(C)C(=O)c2cc(NC(C)=O)ccc2OC[C@H](C)N(CC2CCCCC2)C[C@H]1C
  BioA inh: -0.4

> O=C(C[C@@H]1CC[C@@H]2[C@H](COC[C@H](O)CN2S(=O)(=O)c2cccc(Cl)c2)O1)NCc1ccc2c(c1)OCO2
  BioA inh: 0.5

> CN1CCN(C(=O)C[C@H]2CC[C@@H]3[C@H](COC[C@H](O)CN3C(=O)Nc3ccc(F)cc3)O2)CC1
  BioA inh: -0.8

> CNC[C@H]1Oc2ccc(NC(=O)Nc3ccc(F)cc3)cc2C(=O)N([C@@H](C)CO)C[C@@H]1C
  BioA inh: -2.3

> C[C@H]1CN([C@@H](C)CO)C(=O)c2ccccc2-c2ccccc2CO[C@@H]1CN(C)S(=O)(=O)c1cccs1
  BioA inh: 1.5

> C[C@@H]1CN([C@@H](C)CO)C(=O)c2cc(C3=CCCCC3)cnc2O[C@@H]1CN(C)Cc1cccnc1
  BioA inh: 1.0

> CNC[C@H]1OCCCC[C@H](C)Oc2ccc(NS(=O)(=O)c3ccc(OC)cc3)cc2C(=O)N([C@@H](C)CO)C[C@@H]1C
  BioA inh: 3.6

> CO[C@H](CN(C)Cc1ccc(-c2ccccn2)cc1)[C@@H](C)CN(C(=O)Nc1ccc(F)cc1)[C@@H](C)CO
  BioA inh: -2.0

> C[C@@H]1CN([C@H](C)CO)C(=O)c2cccc(NC(=O)Nc3ccccc3)c2O[C@@H]1CN(C)C(=O)Nc1ccccc1
  BioA inh: 4.4

> C[C@@H]1CCCCO[C@@H](CN(C)S(=O)(=O)c2cccs2)[C@H](C)CN([C@H](C)CO)C(=O)c2cc(NS(=O)(=O)c3cn(C)cn3)ccc2O1
  BioA inh: 1.7

> C[C@@H]1CN([C@H](C)CO)C(=O)c2cccc(NS(=O)(=O)c3cccs3)c2O[C@H]1CN(C)S(=O)(=O)c1cn(C)cn1
  BioA inh: -0.8

> C[C@@H]1CN([C@@H](C)CO)C(=O)CCCn2nncc2CO[C@H]1CN(C)C(=O)Nc1ccccc1
  BioA inh: -1.4

> C[C@H]1CN([C@@H](C)CO)C(=O)Cc2cc(NC(=O)Nc3ccc(F)cc3)ccc2O[C@@H]1CN(C)Cc1ccc(C(=O)O)cc1
  BioA inh: -0.4

> CCC(=O)Nc1ccc2c(c1)C(=O)N(C)C[C@@H](OC)[C@H](C)CN(C(=O)C1CC1)[C@H](C)CO2
  BioA inh: 0.8

> Cc1noc(C)c1NC(=O)Nc1cccc2c1O[C@H](CN(C)Cc1ccc(-c3ccccc3)cc1)[C@@H](C)CN([C@@H](C)CO)C2=O
  BioA inh: -5.8

> COc1ccccc1NC(=O)N[C@H]1C=C[C@H](CC(=O)N[C@@H](C)c2ccccc2)O[C@@H]1CO
  BioA inh: -1.6

> CCCC(=O)Nc1ccc2c(c1)C(=O)N(C)C[C@@H](OC)[C@H](C)CN(C(=O)c1ccncc1)[C@@H](C)CO2
  BioA inh: -2.1

> C[C@@H]1CCCCO[C@H](CN(C)Cc2ccc3c(c2)OCO3)[C@H](C)CN([C@@H](C)CO)C(=O)c2cc(NC(=O)c3ccncc3)ccc2O1
  BioA inh: 0.6

> CCCC#Cc1ccc([C@H]2[C@H]3CN(Cc4cncnc4)CCCCN3[C@H]2CO)cc1
  BioA inh: -3.1

> C[C@@H]1CN([C@H](C)CO)C(=O)c2cccc(NC(=O)c3nc4ccccc4s3)c2O[C@@H]1CN(C)Cc1ccc(Oc2ccccc2)cc1
  BioA inh: -3.1

> CCCNC(=O)Nc1ccc2c(c1)OC[C@@H](C)N(C(=O)c1ccccc1F)C[C@H](C)[C@@H](OC)CN(C)C2=O
  BioA inh: -0.3

> CC(C)NC(=O)Nc1ccc2c(c1)C(=O)N([C@@H](C)CO)C[C@@H](C)[C@H](CN(C)C(=O)Nc1ccc(F)cc1)OCCCC[C@@H](C)O2
  BioA inh: -0.9

> Cc1ccc(S(=O)(=O)N(C)C[C@@H]2Oc3ccc(NC(=O)Cc4cn(C)c5ccccc45)cc3CC(=O)N([C@@H](C)CO)C[C@H]2C)cc1
  BioA inh: 3.8

> C[C@H]1CN([C@@H](C)CO)C(=O)c2cccc(NC(=O)C3CCOCC3)c2O[C@@H]1CN(C)S(=O)(=O)c1ccccc1
  BioA inh: 1.9

> C[C@H](O)C#Cc1ccc2c(c1)O[C@H](CN(C)Cc1cccnc1)[C@H](C)CN([C@H](C)CO)S2(=O)=O
  BioA inh: 2.5

> Cc1ccc(S(=O)(=O)N[C@@H]2CC[C@@H](CCn3cc(C(C)C)nn3)O[C@@H]2CO)cc1
  BioA inh: -2.2

> C[C@@H]1CN([C@H](C)CO)S(=O)(=O)c2ccc(C#C[C@@H](C)O)cc2O[C@@H]1CN(C)C(=O)Cc1ccccn1
  BioA inh: -1.1

> C[C@@H]1CN([C@H](C)CO)C(=O)c2ccccc2-c2ccccc2CO[C@H]1CN(C)C(=O)CCC(F)(F)F
  BioA inh: 1.4

> CCC(=O)N1[C@H](CN(C)C(=O)CN2CCOCC2)[C@@H](c2ccccc2)[C@@H]1CO
  BioA inh: -1.4

> CCNC(=O)C[C@H]1CC[C@H]2[C@H](COc3ccc(NC(=O)c4cccc(C(F)(F)F)c4)cc3C(=O)N2C)O1
  BioA inh: -1.0

> Cc1noc(C)c1NC(=O)N(C)C[C@@H]1OCCCC[C@H](C)Oc2ccc(NS(C)(=O)=O)cc2C(=O)N([C@H](C)CO)C[C@@H]1C
  BioA inh: -2.2

> Cc1noc(C)c1NC(=O)N(C)C[C@@H]1OCCCC[C@H](C)Oc2ccc(NC(=O)c3ccccc3)cc2C(=O)N([C@@H](C)CO)C[C@H]1C
  BioA inh: 0.6

> C[C@H](CO)N1C[C@H](C)[C@H](CN(C)C(=O)c2cccc(F)c2)Oc2ncc(-c3ccccc3)cc2C1=O
  BioA inh: 0.6

> C[C@@H]1CN([C@@H](C)CO)C(=O)c2cc(NC(=O)CCC(F)(F)F)ccc2O[C@@H]1CN(C)C(=O)Nc1ccc2c(c1)OCO2
  BioA inh: -4.0

> C[C@H]1CN([C@@H](C)CO)C(=O)c2cccc(NC(=O)Nc3ccccc3)c2O[C@@H]1CN(C)C(=O)Nc1ccc2c(c1)OCO2
  BioA inh: 2.4

> CN1CCN(C(=O)C[C@H]2CC[C@H]3[C@@H](COC[C@H](O)CN3Cc3ccc4c(c3)OCO4)O2)CC1
  BioA inh: -0.2

> Cc1noc(C)c1S(=O)(=O)Nc1ccc2c(c1)CC(=O)N([C@@H](C)CO)C[C@@H](C)[C@H](CN(C)Cc1ccc(C(=O)Nc3ccccc3N)cc1)O2
  BioA inh: 0.6

> CCCNC(=O)C[C@H]1CC[C@@H]2[C@H](COC[C@H](O)CN2C(=O)Nc2ccc3c(c2)OCO3)O1
  BioA inh: 1.7

> C[C@@H](NC(=O)N(C)C[C@@H]1OCc2ccccc2-c2c(n(C)c3ccccc23)C(=O)N([C@@H](C)CO)C[C@@H]1C)c1ccccc1
  BioA inh: 3.2

3 neighbouring records from above, for reference:
> C[C@H](O)C#Cc1ccc2c(c1)O[C@H](CN(C)Cc1cccnc1)[C@H](C)CN([C@H](C)CO)S2(=O)=O
  BioA inh: 2.5

> Cc1ccc(S(=O)(=O)N[C@@H]2CC[C@@H](CCn3cc(C(C)C)nn3)O[C@@H]2CO)cc1
  BioA inh: -2.2

> C[C@@H]1CN([C@H](C)CO)S(=O)(=O)c2ccc(C#C[C@@H](C)O)cc2O[C@@H]1CN(C)C(=O)Cc1ccccn1
  BioA inh: -1.1

A portion of the library; rates above refer to the full screens.
